Assay outcomes (PubChem BioAssay)
M4 PAM = potentiates acetylcholine response at human M4 receptor. P08173. CHO-K1 hM4/Gqi5, Fluo-8 calcium fluorescence, ACh EC20; 0% = ACh EC20, 100% = maximal ACh. activation, % at 3 µM. 0.4% of 360,000 active;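 active = activation above its plate's cutoff, the mean activation of sample wells plus 3 SD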; also: some results filed as inactive read as strong as hits
Target sequence (P08173 whole entry, looked up): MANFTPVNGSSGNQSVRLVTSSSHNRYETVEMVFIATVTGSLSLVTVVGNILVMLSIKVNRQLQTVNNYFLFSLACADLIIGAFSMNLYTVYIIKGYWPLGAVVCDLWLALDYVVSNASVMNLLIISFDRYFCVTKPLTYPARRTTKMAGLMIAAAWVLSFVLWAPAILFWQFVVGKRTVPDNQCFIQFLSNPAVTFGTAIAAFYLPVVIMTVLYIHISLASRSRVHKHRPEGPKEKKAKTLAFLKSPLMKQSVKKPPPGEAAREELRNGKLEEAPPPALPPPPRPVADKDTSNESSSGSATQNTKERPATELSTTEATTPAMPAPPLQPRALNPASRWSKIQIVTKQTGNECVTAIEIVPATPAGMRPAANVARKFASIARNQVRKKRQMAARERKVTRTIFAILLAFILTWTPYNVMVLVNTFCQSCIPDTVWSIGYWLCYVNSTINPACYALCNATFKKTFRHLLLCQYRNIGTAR
CRFBP-R2 block = CRF-BP/CRF-R2 complex antagonism | HEK293 CRF-R2/CRF-BP, CRF-induced calcium fluorescence | inhibition, % at 11.8 µM | 0.59% of 350,000 active;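 active = inhibition of the ligand-induced calcium signal above about 50% at the single tested concentration, limit read from the data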
M5 PAM = CHRM5 positive allosteric modulation. activation, % at 3 µM. AID 624038. CHO-K1 hM5, Fluo-8 calcium, ACh EC20 PAM; 0% = ACh EC20, 100% = ACh EC100. 0.3% of 360,000 active. P08912;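 active = activation above the run cutoff, the mean activation of all test compounds plus 3 SD, cut at about 18% in these data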
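Test system: CHO-K1 hM5 cells / Doses: single-point, 3 µM nominal / Times: Post-acetylcholine fluorescence recording 140 s / Technique: Fluo-8 calcium fluorescence / Measure: Max/basal fluorescence ratio as % of EC20–EC100 ACh window / Benchmarks: low control EC20 acetylcholine (0%), high control EC100 acetylcholine (100%) / Replicates: one well per compound, no replicates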
CHRM5 agonist = CHRM5 agonism in calcium assay | P08912 | CHO-K1 hM5 cells, Fluo-8 calcium fluorescence; 0% DMSO wells, 100% maximal acetylcholine response | activation, % at 3 µM | 0.19% of 360,000 active;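 active = activation above the run's mean over test compounds plus 3 SD, cut at about 23% in these data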;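 also: signal is peak over basal fluorescence ratio across the kinetic read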
M1 PAM = positive allosteric modulators of human M1 muscarinic receptor | AID 588819 | CHO-K1 hM1, Fluo-8 calcium fluorescence, ACh EC20; 0% = ACh EC20, 100% = maximal ACh | P11229 | 0.088% of 360,000 active | activation, % at 3 µM; in the data active = activation above about 19%, passing the limit was not always enough
Target sequence (P11229 whole entry, looked up): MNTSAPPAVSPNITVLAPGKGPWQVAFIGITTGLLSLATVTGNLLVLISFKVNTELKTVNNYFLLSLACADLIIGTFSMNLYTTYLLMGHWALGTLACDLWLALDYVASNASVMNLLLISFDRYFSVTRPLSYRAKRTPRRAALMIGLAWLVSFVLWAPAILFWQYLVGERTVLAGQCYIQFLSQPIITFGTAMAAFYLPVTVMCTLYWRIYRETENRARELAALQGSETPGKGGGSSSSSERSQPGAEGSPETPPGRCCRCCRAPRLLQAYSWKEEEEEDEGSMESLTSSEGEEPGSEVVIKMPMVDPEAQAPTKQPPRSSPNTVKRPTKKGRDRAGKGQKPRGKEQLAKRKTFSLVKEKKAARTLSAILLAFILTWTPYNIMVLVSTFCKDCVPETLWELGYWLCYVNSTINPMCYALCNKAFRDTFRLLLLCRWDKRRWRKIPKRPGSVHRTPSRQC
CHRM4 agonist = CHRM4 agonism in calcium assay | P08173 | CHO-K1 hM4/Gqi5, Fluo-8 calcium fluorescence; vehicle 0%, full acetylcholine response 100% | activation, % at 3 µM | 0.14% of 360,000 active | AID 624127;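 active = activation above the run mean over all test wells plus 3 SD, cut at about 32% in these data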;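 also: peak over basal fluorescence ratio per well then scaled between controls; 0% = DMSO wells and 100% = acetylcholine at EC100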
CHRM5 antagonist = CHRM5 antagonism in calcium assay; P08912; CHO-hM5 cells, Fluo-8 calcium fluorescence, ACh EC80; inhibition, % at 3 µM; 0.59% of 360,000 active; AID 624040;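 active = inhibition above a per-plate cutoff, the mean of that plate's test compounds plus 3 SD, cut at about 27% in these data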;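 also: 0% = acetylcholine EC80 with DMSO and 100% = DMSO without agonist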
CHRM4 antagonist = CHRM4 antagonism in calcium assay | P08173 | 0.73% of 360,000 active | CHO-hM4 cells, ACh EC80, Fluo-8 calcium fluorescence | inhibition, % at 3 µM;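 active = inhibition above its plate's cutoff, the mean inhibition of sample wells plus 3 SD, cut at about 27% in these data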;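 also: 0% = acetylcholine EC80 with DMSO and 100% = DMSO without agonist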
CRFR2-BP ag = CRF-BP/CRF-R2 complex agonism; activation, % at 13.2 µM; 0.46% of 350,000 active; HEK293 CRF-R2/CRF-BP, calcium dye fluorescence (FLIPR); percent of saturating CRF peptide response;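 active = activation of at least 50%, plus an integration ratio under a set limit after plate pattern correction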;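 also: plate controls were neutral control wells without compound for no effect and CRF at EC100 for full effect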
An asterisk follows results filed as active; . = no result given.

SMILES	M4 PAM	CRFBP-R2 block	M5 PAM	CHRM5 agonist	M1 PAM	CHRM4 agonist	CHRM5 antagonist	CHRM4 antagonist	CRFR2-BP ag
COc1ccccc1N=C1SC(C(=O)Nc2cccc(Cl)c2Cl)C(N)=C1C(N)=O (stereo not drawn)	3	-7	4	-7	19	0	7	1	1.6
CC(=O)Nc1sc(C)c(C)c1C(=O)OCC(=O)NCc1ccc(F)cc1	-3	1	-3	2	8	1	8	2	-0.9
Cc1cccc(NC(=O)CC(C)(C)C)c1	1	13	-1	0	4	2	0	2	2.9
NC(=O)N/N=C/c1ccccc1OCC(=O)NCc1ccccc1	15	8	8	2	6	2	-13	0	0.3
COc1ccc(NS(=O)(=O)c2cc(NC(=O)c3ccc(C)o3)ccc2N2CCCCC2)cc1	-6	-13	-7	-2	-11	1	8	10	0.0
CCc1cc2c(SCC(=O)C(C#N)=C3N(C)c4ccccc4N3C)ncnc2s1	0	10	6	-6	-8	0	-2	-3	-2.2
CCCNC(=O)Cn1c(=O)/c(=C/c2ccc(-c3ccc([N+](=O)[O-])cc3)o2)s/c1=C\C(=O)C(C)(C)C	-7	-93	-9	123*	-18	35*	53*	22	165*
CC(=O)NCCc1nc2ccccc2n1Cc1cccc(C)c1	0	-6	-3	-9	2	1	18	4	1.0
C=CC[C@H](CC(=O)N[C@H](CO)Cc1ccccc1)C(=O)N[C@H](COC(=O)[C@H](CC=C)CC(=O)OC(C)(C)C)Cc1c[nH]c2ccccc12	1	3	1	-2	3	2	8	-6	1.9
Cc1cc2ncn(CCOc3ccccc3)c2cc1C	3	-2	-4	0	6	4	1	0	2.2
Cc1cc(N2CCCCC2)nc(NCc2ccccc2)n1	-17	-8	-24	33*	-24	37*	8	8	0.3
COc1ccc(C(CNC(=O)Cc2cccs2)N(C)C)cc1 (stereo not drawn)	-4	-1	-1	-6	-5	1	9	8	-2.0
CSc1nnc(NC(=O)CCc2ccccc2)s1	6	-22	7	-2	7	0	-5	-2	-0.4
COc1ccc(-c2nc(=S)n3ccsc3n2)cc1OC	1	2	-1	-2	2	1	6	-10	-0.8
CC(=O)Nc1ccc(OCc2ccccc2)cc1[N+](=O)[O-]	-1	0	-13	1	1	3	10	-8	-0.7
CC1(C)CN(Cc2ccccc2)C(=O)[C@H]1CC(=O)Nc1ccccc1	2	-6	-1	0	-2	2	7	-8	-1.1
Cc1cc(NC(=O)c2ccccc2F)n(C(C)(C)C)n1	8	-9	1	0	3	1	1	-7	2.2
CC(C)(C)CCN1CCC(CN2CCNC2=S)CC1	-4	-11	2	-2	-1	1	10	11	2.4
COc1ccc(C(=O)NC(=S)Nc2nc(-c3ccc(OC)c(Br)c3)cs2)cc1Br	-1	4	4	-2	-7	1	-8	3	-0.5
NC(=O)c1ccccc1[N+](=O)[O-]	8	-1	-1	1	6	6	1	-8	-1.2
O=C(CSCC(=O)N1CCOCC1)Nc1nc(-c2ccccc2)cs1	-12	14	-3	5	11	8	2	-3	-3.1
COc1ccc(S(=O)(=O)N(CCc2ccccc2)CC(=O)O)cc1Cl	2	12	4	-1	6	-1	-5	-9	-4.0
O=C(C(=O)N(C1CCCCC1)C1CCCCC1)c1ccccc1	-6	.	-4	-2	.	0	1	-6	.
Cc1cc(CNC(=O)Nc2ccc3c(c2)OCO3)nn1C	7	4	2	1	2	1	0	5	0.0
COc1ccc(CC(=O)Nc2cc3oc4ccccc4c3cc2OC)cc1	2	-13	-4	-5	8	-1	6	-4	-0.7

4 entries from above, with values ahead of the structure:
M4 PAM	CRFBP-R2 block	M5 PAM	CHRM5 agonist	M1 PAM	CHRM4 agonist	CHRM5 antagonist	CHRM4 antagonist	CRFR2-BP ag	SMILES
1	3	1	-2	3	2	8	-6	1.9	C=CC[C@H](CC(=O)N[C@H](CO)Cc1ccccc1)C(=O)N[C@H](COC(=O)[C@H](CC=C)CC(=O)OC(C)(C)C)Cc1c[nH]c2ccccc12
8	-9	1	0	3	1	1	-7	2.2	Cc1cc(NC(=O)c2ccccc2F)n(C(C)(C)C)n1
8	-1	-1	1	6	6	1	-8	-1.2	NC(=O)c1ccccc1[N+](=O)[O-]
-1	0	-13	1	1	3	10	-8	-0.7	CC(=O)Nc1ccc(OCc2ccccc2)cc1[N+](=O)[O-]

Following part:
SMILES	M4 PAM	CRFBP-R2 block	M5 PAM	CHRM5 agonist	M1 PAM	CHRM4 agonist	CHRM5 antagonist	CHRM4 antagonist	CRFR2-BP ag
COC(=O)C1=C(C)N(CCc2ccccc2)C(=O)C1	-9	0	-10	-7	2	5	4	9	0.8
O=C(O)c1ccc(-n2nnnc2SCc2cccc(Br)c2)cc1	-3	18	-5	-4	8	0	2	6	-1.1
Fc1ccc(-n2c(-c3ccco3)n[nH]c2=S)cc1	2	11	0	-3	2	1	4	-9	-3.0
O=C(C[n+]1ccccc1)c1ccc(Cl)cc1	-11	7	-17	1	-6	18	21	9	2.8
O=C(Nc1ccc(NC(=O)c2cccs2)cn1)c1ccco1	-9	-2	-9	-1	1	3	-1	6	-0.9
O=C(CN1C(=O)NC2(CCCC2)C1=O)Nc1ccccc1-c1ccccc1	7	-9	7	2	1	0	-1	-1	0.4
NS(=O)(=O)c1ccc(CCNCc2ccccc2OCc2ccc(F)cc2)cc1	-6	5	-5	-3	-6	11	15	0	-0.6
CCOC(=O)C1CCN(c2ccc([N+](=O)[O-])cc2S(=O)(=O)N2CCOCC2)CC1	-3	-11	0	-2	1	2	5	0	0.7
CCOc1ccc(NS(=O)(=O)c2ccc(OCC)c3ncccc23)cc1	-12	-21	-1	16	4	3	-11	15	-1.2
COc1ccc(N2CC(C(=O)N[C@H](C(=O)NC3CCCCC3)C(C)C)CC2=O)cc1 (stereo partly drawn)	-2	4	1	-4	11	1	3	-2	0.7
C=CCc1ccc(OCCOc2ccc(/C=N/n3cnnc3)cc2OCC)c(OC)c1	20	10	-4	-1	4	0	9	-3	2.7
Cc1ccn2c(Cc3ccccc3)c(-c3ccc(F)cc3)nc2c1	0	-3	-5	-2	0	0	1	3	-0.4
COc1ccc(NC2CCCN(C(=O)c3cc(CC(C)C)nc(N)n3)C2)cc1 (stereo not drawn)	4	-1	3	-1	-1	2	-12	-4	-2.3
COc1ccc(F)cc1C(=O)C1CCCN(C(=O)Cc2c(C)noc2C)C1 (stereo not drawn)	-9	-9	-2	2	-2	13	16	1	-0.3
O=S(=O)(Cc1ccccc1)N1CCN(Cc2ccc(F)cc2Cl)CC1	15	-17	6	-4	12	1	6	-3	0.5
O=C1CCc2cc(S(=O)(=O)NCCc3ccc(Cl)cc3)cc3c2N1CC3	-5	5	1	-2	3	1	-1	-5	1.0
COC(=O)Nc1ccc(Cc2ccncc2)cc1	-3	-12	-1	-1	4	1	-4	0	0.5
O=C(CSCc1ccccc1)N1CCN(Cc2ccc3c(c2)OCO3)CC1	2	32	-6	-7	1	2	-5	-7	-1.6
COc1ccccc1N1CCN(Cc2cc(=O)c(OCC#N)co2)CC1	-1	-9	3	-1	13	1	5	8	0.7
Cc1nn(-c2ccccc2)c2sc(C(=O)NCCN3CCOCC3)cc12	0	-19	5	0	-1	3	-5	-9	9.3
CCOC(=O)C(=O)Nc1cc(C(=O)OC)cc(C(=O)OC)c1	-11	16	2	2	2	0	7	14	-0.2
C[C@H](NC(=O)c1cccc([N+](=O)[O-])c1)C(=O)OCC(=O)c1ccccc1Br	8	10	-3	0	3	7	10	-9	-0.5
CCCCN(CCCC)Cc1cc(=O)oc2cc(OC)c(Cl)cc12	4	.	-3	5	-1	1	-1	-6	.
C#CCN(C[C@H]1[C@H](OC(=O)NCc2ccco2)[C@H](OC(=O)NCc2ccco2)C[C@@H](C(=O)OC)[C@H]1C(=O)OC)S(=O)(=O)c1ccc(C)cc1	-8	15	-5	1	-6	12	-1	-4	2.0
Cc1ccc(C(=O)N[C@@H](C)CN2C3=NC[C@H](C(C)C)N3C[C@H]2Cc2ccc(O)cc2)cc1Br	-7	-8	10	-10	-7	-1	8	6	-2.7

Carrying on.
SMILES	M4 PAM	CRFBP-R2 block	M5 PAM	CHRM5 agonist	M1 PAM	CHRM4 agonist	CHRM5 antagonist	CHRM4 antagonist	CRFR2-BP ag
Cc1oc2cc3oc(=O)c(CCC(=O)NCCCN4CCCC4=O)c(C)c3cc2c1C	-2	15	0	6	-5	3	1	0	-2.5
COc1ccccc1NC(=O)c1ccc(COc2ccc3c(c2)CCC3)cc1	1	11	0	4	6	0	2	-2	4.5
O=C(NCCN1CCCC1)c1ccc(Cn2c(=S)[nH]c3cc4c(cc3c2=O)OCO4)cc1	-8	-1	-15	28*	-20	1	12	-6	0.6
O=C(CSc1nnc(CN2CCOCC2)n1-c1ccc(Cl)cc1)N1CCc2ccccc21	2	20	4	-1	12	2	5	1	-2.1
Cc1cccc(OCC(=O)OCC(=O)N(CC(C)C)c2c(N)n(Cc3ccccc3)c(=O)[nH]c2=O)c1C	10	-13	7	-4	0	0	6	4	0.7
O=C(Nc1cccc(Cl)c1)Nc1nnc(CC2=CCCCC2)s1	-1	-18	-3	-2	5	1	-10	-8	-1.2
CCc1ccc(NC(=O)CO/N=C(\C)c2cc3ccccc3o2)cc1	-1	3	4	-3	3	-1	-1	-4	7.0
Cc1ccc2cc(C#N)c(N3CCCC3)nc2c1C	8	17	8	-8	5	0	-5	-6	-1.6
Nc1nc(SCC(=O)Nc2ccccc2)[nH]c(=O)c1-c1ccccc1	13	27	-2	-1	7	1	2	7	3.0
O=C(CSc1nnc2c(Cl)cc(C(F)(F)F)cn12)Nc1ccc2c(c1)OCO2	6	12	0	-2	1	0	3	1	0.3
CCC(C)(C)NC(=O)c1ccc(Br)o1	6	-10	9	1	2	2	-9	-3	2.3
CC(C)(C)c1ccc(-c2n[nH]c(=S)n2CC2CCCO2)cc1 (stereo not drawn)	2	-19	0	0	0	0	1	-19	-0.9
CC1CCC2C(=O)N(c3ccc(C(=O)NCc4ccccc4)cc3)C(=O)C2C1 (stereo not drawn)	-6	-21	-2	1	4	4	-6	-1	0.6
CN(C)C(=O)C1C2NC(=S)N(c3cccc(Cl)c3)C1(C)Oc1ccc(Cl)cc12 (stereo not drawn)	-3	-4	8	3	9	2	3	-2	-3.2
CCc1nc(CN(C)C(=O)C2CCC(=O)N(CCc3cccc(F)c3)C2)no1 (stereo not drawn)	3	2	0	-4	6	1	12	-6	1.0
O=C(CCNC(=O)c1ccc(Br)cc1)Nc1ccc(S(=O)(=O)N2CCOCC2)cc1	4	-1	1	1	-7	0	-4	-3	-1.5
COc1cccc(COC(=O)Cc2ccc(S(=O)(=O)N3CCOCC3)s2)c1OC	10	-7	-4	2	7	6	6	-8	-0.2
COc1ccc(C(=O)OCCOc2ccccc2C(C)=O)c(O)c1	-10	-10	-7	-3	10	5	-1	-2	-0.5
CN1CCN(S(=O)(=O)c2cccc(C(=O)Nc3ccc(Br)cc3Br)c2)CC1	-5	-1	6	-3	-2	7	-5	-15	-0.8
CC1CCCCN1CCCNC(=O)c1ccc2c(=O)n(CCc3ccccc3)c(=O)[nH]c2c1 (stereo not drawn)	-8	-6	3	-6	2	1	-6	10	-2.4
Cc1cccc(OCCCSc2nc3ccc(C)cc3[nH]2)c1	-2	19	-11	-1	-3	6	4	-3	-1.5
CC(OC(=O)CCCC(=O)Nc1ccccc1)C(=O)c1ccccc1 (stereo not drawn)	-9	13	-4	0	-2	0	9	20	-4.1

Compounds were not picked by outcome; any-hit rate near 2.6%.
